Screening results: PubChem, Sanford-Burnham Center for Chemical Genomics
MKP-3 inhibition: MKP-3 phosphatase inhibitors, primary screen, biochemical, rat enzyme, in vitro (AID 425); 110,000 compounds, 0.17% hits; inhibition, % at 20 µM; hits with a dose series show IC50 in µM; recombinant MKP-3 phosphatase activity, fluorescence; higher % means a stronger effect; in the data active = inhibition above about 50%;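 also: plate controls were vehicle for no effect and reference inhibitor for full effect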
Hsp70 inhibitors: Hsp70 inhibitors, probe displacement, primary screen, biochemical, fluorescence polarization (AID 583); Heat shock 70 kDa protein 1A (Homo sapiens); Hsp70 fluorescence polarization probe displacement, mP; higher % means a stronger effect; displacement, % at 20 µM, or IC50 in µM where a hit was titrated; 140,000 compounds, 0.06% hits; in the data active = displacement above about 50%;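 also: plate controls were vehicle for no effect and reference ligand for full effect; a part of the inactive calls stands beside numbers as strong as those of hits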
* hit, by the source's call; . = not tested or not shown; & = joins results of further samples. The list is partial; rates above refer to the full screens.

SMILES	MKP-3 inhibition	Hsp70 inhibitors
Cc1cccc(N2C(=O)NC(=O)C3(Cc4cc(C)ccc4N(C)C3)C2=O)c1 (stereo unspecified)	-3%	-4.4%
CCC1(c2ccccc2)C(=O)NC(=O)N(C(=O)c2ccccc2Cl)C1=O (stereo unspecified)	0%	-0.1%
COc1ccc(Br)cc1CN1CCN(C(=O)COc2ccc(Cl)cc2)CC1	4%	-5.6%
CCN1c2nc3ccccn3c(=O)c2CC2(C(=O)N(C)C(=O)N(C)C2=O)C1C (stereo unspecified)	7%	-3.1%
CC1CN(c2ccc([N+](=O)[O-])c(NCCO)c2)CCN1 (stereo unspecified)	0%	-1.8%
CC(C)Cc1[nH]c(=O)c(C#N)c2c1CCC2	5%	-1.3%
CCCCn1c(C)c(C(=O)OCC)c2c(CN3CCOCC3)c(O)ccc21	-7%	-6.3%
CCCCC/C(=N\O)c1c[nH]c2ccccc12	.	2.5%
O=C(CCCn1c(=O)[nH]c2cc(Cl)ccc2c1=O)N1CCC2(CC1)OCCO2	4%	-0.6%
CCc1ccc(CNCCc2ccc(OC)cc2)cc1	2%	0.0%
O=[N+]([O-])c1cc(F)c(N2CCOCC2)cc1Br	-1%	0.4%
CCCCCn1c(N)c(C(=O)NCc2cccs2)c2nc3ccccc3nc21	.	1.8%
CSC1=NP(=S)(SC)N2CCCC2=C1C#N (stereo unspecified)	-13%	-3.1%
O=[N+]([O-])c1ccc(N2CCCC2)c(F)c1Br	0%	1.9%
COc1ccc(S(=O)(=O)NC(CC(=O)N2CCC3(CC2)OCCO3)c2ccco2)cc1 (stereo unspecified)	-3%	4.3%
O=C(CNC(=O)OCc1ccccc1)NCC(=O)Nc1ccc(Br)cc1C(=O)c1ccccc1	1%	0.8%
O=C1C2(c3ccccc3)CN3CN(C2)CC1(c1ccccc1)C3	0%	0.9%&-0.4%
O=C(NC1(C(F)(F)F)Oc2ccc(Cl)cc2O1)N1CCC2(CC1)OCCO2 (stereo unspecified)	-9%	.
CCC(C)c1ccc(OCCOc2ccc(C=C3C(=O)NC(=O)NC3=O)cc2)cc1 (stereo unspecified)	4%	1.5%
O=C1NC(=O)C(=Cc2cccc(Cl)c2)C(=O)N1	3%	4.8%
O=C1NC(=O)N(c2ccccc2)C(=O)/C1=C\c1ccc(-c2ccc(C(=O)O)cc2)o1	-1%	-1.3%
Cc1cccc(N2C(=O)NC(=O)C(=Cc3ccc(N(C)C)cc3)C2=O)c1	-1%	4.8%
CCOC(=O)c1cncn1C(C)c1ccccc1 (stereo unspecified)	-5%	-1.1%
CCOC(=O)C1=C(N)OC(C)=C(C(=O)OCCOC)C12C(=O)Nc1ccccc12 (stereo unspecified)	-3%	-0.6%
c1ccc2c(CCNC3=NCCC3)c[nH]c2c1	2%	-0.2%
CC(C)N1CC=C(c2c[nH]c3ccccc23)CC1	3%	-4.0%
O=C(Cn1cc(C(=O)c2ccccc2F)c2ccccc21)NCc1ccco1	2%	2.3%
COc1ccc(CN2CCN(Cc3ccc(F)cc3)CC2)cc1	6%	-3.4%
CCOP(=O)(OCC)C(NC(=O)C(Cl)Cl)C(Cl)(Cl)Cl (stereo unspecified)	.	-0.8%
CC12CCC3C(CC=C4CC(O)CCC43C)C1C/C(=C\c1ccc(OC(F)F)cc1)C2=O (stereo unspecified)	3%	-1.8%
O=c1c2ccccc2nc(-c2ccco2)n1-c1ccccc1	.	-1.9%
CCCCn1c(O)c(C(C)=NCCCN(C)C)c(=O)[nH]c1=O	-8%	-0.4%
CCCC(=O)Nc1cc(C(=O)N2CCC3(CC2)OCCO3)ccc1S(=O)(=O)c1ccc(C)cc1	.	2.6%
CC(C)Oc1ccccc1C=C1C(=O)NC(=O)NC1=O	-3%	2.9%
COc1ccccc1OCC(=O)N1CCN(C)CC1	3%	0.0%
CCOP(=S)(OCC)SCC(=O)NC(C)(CC)C(=O)O (stereo unspecified)	-10%	-1.4%&-3.8%
C=CCn1c(O)c(C=NCCCOc2ccc(CC)cc2)c(=O)[nH]c1=S	.	-18%
CC1CCCN(CC(=O)N2CCCc3ccccc32)C1 (stereo unspecified)	.	-2.1%
O=C(Nc1ccccc1OC(=O)N1CCCCC1)N1CCCCC1	-5%	6.9%
COc1ccc(C=C(C#N)C#N)cc1O	1%	3.8%
COc1ccccc1N1CCN(Cc2c(F)cccc2Cl)CC1	-6%	.
Fc1cccc(F)c1CN1CCN(Cc2c(F)cccc2F)CC1	-7%	-0.7%
CCN(CC)S(=O)(=O)c1ccc(C(=O)Nc2ccc([N+](=O)[O-])cc2C(=O)c2ccccc2)cc1	4%	4.1%
O=C(C1CC(c2ccc(F)cc2)=NO1)N1CCC2(CC1)OCCO2 (stereo unspecified)	.	2.5%
Cc1cc(/C=C2/C(=O)NC(=O)N(c3ccccc3)C2=O)c(C)n1-c1ccc(F)cc1	.	0.7%
CC(C)c1cccc(C(C)C)c1OCCN1CCCCC1	-1%	0.4%
Cc1cc(OCc2cc(C(=O)O)oc2C)c2c3c(c(=O)oc2c1)CCCC3	.	4.8%
O=C1CC(N2CCC(n3c(=O)[nH]c4ccccc43)CC2)C(=O)N1c1ccc(F)cc1 (stereo unspecified)	-8%	-0.1%
COc1ccc(N2CCN(CCCN)CC2)cc1	-6%	-0.5%
Fc1ccc(CN2CCN(Cc3cccc(Br)c3)CC2)cc1	2%	-6.6%

More results follow.
SMILES	MKP-3 inhibition	Hsp70 inhibitors
COc1ccc(C(=O)CC2C(=O)N(C)C(=O)N(C)C2=O)cc1	-4%	-2.0%
COC(=O)c1[nH]cnc1C(=O)Nc1ccc(Cl)cc1C(=O)c1ccccc1	-5%&-1%	2.9%&2.7%
COc1cc(CN2C(=O)NC(=O)C3(Cc4cc(C)ccc4N(C)C3)C2=O)cc(OC)c1 (stereo unspecified)	12%	0.3%
COc1cccc(CCNCc2c(F)cccc2F)c1	0%	-0.2%
O=C(c1ccccc1)c1cc(Cl)ccc1NC(=O)C1COc2ccccc2O1 (stereo unspecified)	3%	-4.7%
c1cncc(CNC2=NCCC2)c1	-8%	-0.7%
CC(=O)[C@@]1(O)CC[C@H]2[C@@H]3CC=C4C[C@@H](O)CC[C@]4(C)[C@H]3CC[C@@]21C	-3%	-0.2%
CN(C)C(=O)Oc1c(Cl)cc(Cl)c2ccccc12	.	-0.6%
CN1CCN(C(=O)COc2ccc(-c3nc4ccccc4s3)cc2)CC1	-8%	-1.5%
CN1C(=O)N(C)C(=O)C(CCc2ccncc2)(Cc2ccc3c(c2)OCO3)C1=O	2%	0.6%
CC(NC(=O)Oc1ccccc1)C(c1cccs1)N1CCOCC1 (stereo unspecified)	.	-1.0%
COc1ccc(CCn2c(O)c(C=NCc3ccc4c(c3)OCO4)c(=O)[nH]c2=O)cc1OC	-9%	1.0%
Nc1c(C(=O)OCC2CCCO2)c2nc3ccccc3nc2n1Cc1cccs1 (stereo unspecified)	12%	1.3%
CC(=NCc1ccco1)c1c(O)n(-c2ccccc2)c(=O)[nH]c1=O	.	6.7%
CCN1CCN(Cc2cc(Br)ccc2O)CC1	.	0.7%
ON1C2CCCCC2N(O)C1c1ccccc1F (stereo unspecified)	.	-1.8%
c1ccc(C2=NP(N3CCOCC3)(N3CCOCC3)=NC(N3CCOCC3)=N2)cc1	-8%	7.3%
COc1cccc(N2CCN(Cc3cccc(Cl)c3)CC2)c1	-3%	1.6%
O=C(c1cccc(N2CCCC2=O)c1)N1CCC2(CC1)OCCO2	10%	.
COc1ccc(N2C(=O)CC(N3CCC(n4c(=O)[nH]c5ccccc54)CC3)C2=O)cc1 (stereo unspecified)	.	0.7%
Clc1ccc(CSC(Cn2ccnc2)c2ccc(Cl)cc2Cl)cc1 (stereo unspecified)	13%	1.1%
CC(=O)OC1(Cc2ccccc2)CN2CCC1c1ccccc12 (stereo unspecified)	-3%	0.4%
Fc1ccc2c(c1)nnn2C1CCN(Cc2ccccc2)CC1	-6%	-1.9%
N=C1C(c2ccccc2)=C(O)CN1Cc1ccco1	4%	6.3%
COc1ccc(Br)cc1CN1CCN(C(C)C)CC1	1%	2.8%
O=[N+]([O-])c1cccc(C2N3CCCN23)c1 (stereo unspecified)	4%	0.0%
O=C(Nc1ccc(Cl)cc1C(=O)c1ccccc1)c1ccncc1	3%	-11%
CC12CCC(=O)C=C1CCC1C2CCC2(C)C(O)CCC12 (stereo unspecified)	-5%	-4.1%
Cc1ccc(S(=O)(=O)N2CCN(/C(N)=N/[N+](=O)[O-])CC2)cc1	-2%	1.3%
NC(=O)CSP(=O)(c1ccccc1)c1ccccc1	-4%	-9.8%
CN1C(=O)NC(=O)/C(=C/c2ccc(Br)o2)C1=O	6%	2.1%
CC(C)CC(=O)NC(Oc1ccc(Cl)cc1)C(Cl)(Cl)Cl (stereo unspecified)	-4%	-2.5%
c1ccc2c(CCNC3CC4CCC3C4)c[nH]c2c1 (stereo unspecified)	1%	0.2%
CCCOC(=O)COc1cc(C)cc2oc(=O)c3c(c12)CCC3	-9%	3.3%
COc1ccccc1N1CCN(Cc2c(F)cccc2F)CC1	-2%	-4.6%
CCCCn1c(O)c(C(C)=NCc2cc(OC)cc(OC)c2)c(=O)[nH]c1=O	.	-5.4%
COc1ccc(C(=O)c2ccc(N3CCNCC3)c(F)c2)cc1Br	2%	-5.6%
COc1ccccc1N1C(=O)NC(=O)C(CCc2ccncc2)(CCc2ccncc2)C1=O	.	-2.6%
O=C1NC(=S)N(c2ccccc2)C(=O)/C1=C/c1ccco1	102%*	83%*
CCOC(=O)C(C(=O)OCC)c1ccccc1	3%	0.2%
O=c1n(Cc2ccccc2)c2ccccc2n1CC1CS1 (stereo unspecified)	-1%	-1.1%
Cc1cc(C)n2nc(SCC(=O)N3CCC4(CC3)OCCO4)nc2n1	0%	7.4%
CN1C(=O)C(=Cc2ccc(N3CCCC3)c([N+](=O)[O-])c2)C(=O)N(C)C1=O	4%	-2.3%
CC(C)CCC1(CN2CCCC2=O)C(=O)NC(=O)NC1=O	.	0.2%
COc1cc2[nH]c(=O)n(-c3ccccc3)c(=O)c2cc1OC	-8%	-1.1%
CCC(CC)C(=O)NC1CCSC1=O (stereo unspecified)	.	-0.5%
O=C(c1ccc2nc3ccc(Cl)cc3c(=O)n2c1)N1CCC2(CC1)OCCO2	-3%	10%
CCOc1cc(C2NCc3ccccc3-n3cccc32)ccc1O (stereo unspecified)	-5%	1.2%
CC1(C)CN=C(Nc2ccc(F)c(F)c2)S1	12%	-0.1%
CC(C)OCCCNC(=O)c1c(N)n(CC2CCCO2)c2nc3ccccc3nc12 (stereo unspecified)	5%	2.7%

(listing goes on)
SMILES	MKP-3 inhibition	Hsp70 inhibitors
CN(C)C(=O)Oc1ccc(Cl)c2ccccc12	-4%	-1.4%
C=CCN1C(=O)NC(=O)C(Cc2ccc(OC)c(OC)c2)C1=O (stereo unspecified)	-17%	10%
CC(C)OC(=O)c1c(N)n(Cc2ccco2)c2nc3ccccc3nc12	-5%	5.1%
COc1ccc(CCNCc2ccc(Cl)cc2)cc1OC	0%	-3.5%
CCN(CC)CC(=O)Nc1ccc(Cl)cc1C(=O)c1ccccc1	0%	-6.2%&0.3%
Nc1ccc([As](=O)(O)O)cc1	.	-5.1%
CCN1CC2([N+](=O)[O-])CC=C(Cl)C([N+](=O)[O-])(C1)C2 (stereo unspecified)	5%	0.7%
COCCOC(=O)c1c(N)n(Cc2ccc(OC)cc2)c2nc3ccccc3nc12	-9%	-4.5%
CCN(CC)CCN=Cc1c(O)n(CCC2=CCCCC2)c(=O)[nH]c1=O	-2%	-0.5%
CCCCn1c(O)c(C=Nc2c(C)n(C)n(-c3ccccc3)c2=O)c(=O)[nH]c1=O	-11%	0.6%
O=C1c2ccccc2C(=O)N1Cc1nc2ccccc2c(=O)n1-c1ccccn1	1%	0.6%
CCOC(=O)C1=C(N)OC2=C(C(=O)CCC2)C12C(=O)N1c3c(ccc(C)c32)C(C)=CC1(C)C (stereo unspecified)	2%	-0.2%
CN(C)C(=O)Oc1ccc2ccccc2c1Cl	.	-0.6%
COc1cc(OC)c(OC)cc1CN1CCN(C(=O)Cc2ccccc2)CC1	3%	2.6%

Molecules from the list above containing an NH in an aromatic ring (17):
SMILES	MKP-3 inhibition	Hsp70 inhibitors
CC(C)Cc1[nH]c(=O)c(C#N)c2c1CCC2	5%	-1.3%
CCCCC/C(=N\O)c1c[nH]c2ccccc12	.	2.5%
O=C(CCCn1c(=O)[nH]c2cc(Cl)ccc2c1=O)N1CCC2(CC1)OCCO2	4%	-0.6%
c1ccc2c(CCNC3=NCCC3)c[nH]c2c1	2%	-0.2%
CC(C)N1CC=C(c2c[nH]c3ccccc23)CC1	3%	-4.0%
CCCCn1c(O)c(C(C)=NCCCN(C)C)c(=O)[nH]c1=O	-8%	-0.4%
C=CCn1c(O)c(C=NCCCOc2ccc(CC)cc2)c(=O)[nH]c1=S	.	-18%
O=C1CC(N2CCC(n3c(=O)[nH]c4ccccc43)CC2)C(=O)N1c1ccc(F)cc1 (stereo unspecified)	-8%	-0.1%
COC(=O)c1[nH]cnc1C(=O)Nc1ccc(Cl)cc1C(=O)c1ccccc1	-5%&-1%	2.9%&2.7%
COc1ccc(CCn2c(O)c(C=NCc3ccc4c(c3)OCO4)c(=O)[nH]c2=O)cc1OC	-9%	1.0%
CC(=NCc1ccco1)c1c(O)n(-c2ccccc2)c(=O)[nH]c1=O	.	6.7%
COc1ccc(N2C(=O)CC(N3CCC(n4c(=O)[nH]c5ccccc54)CC3)C2=O)cc1 (stereo unspecified)	.	0.7%
c1ccc2c(CCNC3CC4CCC3C4)c[nH]c2c1 (stereo unspecified)	1%	0.2%
CCCCn1c(O)c(C(C)=NCc2cc(OC)cc(OC)c2)c(=O)[nH]c1=O	.	-5.4%
COc1cc2[nH]c(=O)n(-c3ccccc3)c(=O)c2cc1OC	-8%	-1.1%
CCN(CC)CCN=Cc1c(O)n(CCC2=CCCCC2)c(=O)[nH]c1=O	-2%	-0.5%
CCCCn1c(O)c(C=Nc2c(C)n(C)n(-c3ccccc3)c2=O)c(=O)[nH]c1=O	-11%	0.6%
